Mdm2-MdmX inh = inhibitors of human Mdm2-MdmX association, primary screen, cell-based, luminescence, split luciferase, SaOS-2, uHTS; 330,000 compounds, 3% hits; inhibition, % at 8 µM; SaOS-2 split-luciferase Mdm2/MdmX complementation; Protein Mdm4 (Homo sapiens) + E3 ubiquitin-protein ligase Mdm2 (Homo sapiens), …;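 active = inhibition of at least 50% at 8 µM in the primary screen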
697 NFkB inh = inhibitors of PMA/ionomycin-induced NF-kB reporter, 697 cells, primary screen, B-cell NF-kB inhibitor project, cell-based, luminescence, uHTS. 330,000 compounds, 0.33% hits. 697 B-cell NF-kB luciferase reporter, 16 h. inhibition, % at 4 µM; in the data active = inhibition above about 35%
EBI2 block = EBI2 receptor antagonists, beta-arrestin recruitment, primary screen, cell-based, luminescence, 7a,25-OHC stimulation, uHTS; 360,000 compounds, 0.81% hits; 7a,25-OHC stimulated; AID 651636, 2012; inhibition, % at 5 µM; in the data active = inhibition above about 38%;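 note: enzyme fragment complementation signal reports receptor beta-arrestin coupling in cells; 0% = agonist plus DMSO wells and 100% = wells without agonist; some results beyond the cut were filed as inactive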
Target sequence (P32249 whole entry, looked up, the tested form may be a part): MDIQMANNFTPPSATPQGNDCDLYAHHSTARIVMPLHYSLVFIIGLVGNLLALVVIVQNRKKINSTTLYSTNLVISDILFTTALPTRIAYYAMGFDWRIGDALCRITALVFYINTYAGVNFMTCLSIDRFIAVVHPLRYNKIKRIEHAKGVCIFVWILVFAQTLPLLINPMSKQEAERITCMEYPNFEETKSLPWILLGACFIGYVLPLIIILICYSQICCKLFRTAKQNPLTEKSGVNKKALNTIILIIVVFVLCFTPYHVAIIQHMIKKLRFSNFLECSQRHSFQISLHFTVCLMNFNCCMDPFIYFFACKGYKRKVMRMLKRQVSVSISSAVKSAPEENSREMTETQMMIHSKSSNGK
CHOP UPR activ = activators of apoptotic CHOP UPR arm, primary screen, cell-based, CHO-CHOP luciferase reporter, luminescence, uHTS | UPR activation; percent of tunicamycin response over DMSO baseline | 330,000 compounds, 0.34% hits | activation, % at 10 µM;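 active = at 10 µM dose, activation of 40% or more, normalized to positive control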;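 note: 100% = tunicamycin at 10 µg/mL and 0% = DMSO alone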
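Dosing – one dose, 10 µM in 0.5% DMSO · System – CHO-CHOP cells, stable luciferase reporter of PERK-eIF2a-CHOP signalling · Input – 500 cells/well · Control set – tunicamycin 10 µg/mL final as positive, DMSO-only wells as negative · Timing – 6 h compound treatment, 37 °C · Measure – % activation vs tunicamycin · Technique – luminescence read with Steady-Glo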
Jurkat NFkB inh = inhibitors of induced NF-kB luciferase reporter, primary screen, TCR NF-kB activation inhibitor project, cell-based, luminescence, uHTS; inhibition, % at 4 µM; Jurkat, PMA/ionomycin-induced NF-kB luciferase reporter; 330,000 compounds, 0.53% hits; in the data active = inhibition above about 50%
Gli-Sufu antag = Gli-Sufu pathway antagonists, primary screen, luciferase luminescence, Sufu-KO-LIGHT cells, uHTS; inhibition, % at 5 µM; 340,000 compounds, 0.74% hits; Sufu-KO-LIGHT fibroblasts, Gli luciferase reporter luminescence;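 active = inhibition above about 55%, limit read from the data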;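 note: 0% = DMSO-treated cells and 100% = wells with medium but no cells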
XBP1 UPR activ = activators of adaptive XBP1 UPR arm, primary screen, cell-based, CHO-XBP1 luciferase reporter, luminescence, uHTS; IRE1-XBP1 UPR activation; percent of tunicamycin response, DMSO as zero; activation, % at 20 µM; 330,000 compounds, 0.33% hits; AID 463104, 2010;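 active = versus positive control, 20 µM dose yields 30% or more activation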;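 note: 100% = tunicamycin at 10 µg/mL and 0% = DMSO only wells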
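Test system: CHO-XBP1 luciferase reporter cells | Buffer or medium: Serum-containing F12 medium, 10% FBS | Schedule: 6 h compound exposure at 37 °C, 5% CO2 | Detection: Steady-Glo luciferase glow luminescence, 10 min after reagent addition | Read-out basis: Activation, % of tunicamycin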
CCR6 antag = CCR6 receptor antagonists, primary screen, cell-based, CHO-K1, luminescence, beta-arrestin, uHTS. C-C chemokine receptor type 6 (Homo sapiens), P51684. CHO-K1 CCR6 PathHunter beta-arrestin, CCL20-stimulated. inhibition, % at 20 µM. 340,000 compounds, 0.49% hits;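 active = compounds whose inhibition of the agonist-driven luminescence signal at 20 µM reaches about 50%, limit read from the data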;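 note: cells stimulated with CCL20 at 14 nM final; plate controls were DMSO with CCL20 for no effect and DMSO without agonist for full effect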
Target sequence (P51684 whole entry, looked up): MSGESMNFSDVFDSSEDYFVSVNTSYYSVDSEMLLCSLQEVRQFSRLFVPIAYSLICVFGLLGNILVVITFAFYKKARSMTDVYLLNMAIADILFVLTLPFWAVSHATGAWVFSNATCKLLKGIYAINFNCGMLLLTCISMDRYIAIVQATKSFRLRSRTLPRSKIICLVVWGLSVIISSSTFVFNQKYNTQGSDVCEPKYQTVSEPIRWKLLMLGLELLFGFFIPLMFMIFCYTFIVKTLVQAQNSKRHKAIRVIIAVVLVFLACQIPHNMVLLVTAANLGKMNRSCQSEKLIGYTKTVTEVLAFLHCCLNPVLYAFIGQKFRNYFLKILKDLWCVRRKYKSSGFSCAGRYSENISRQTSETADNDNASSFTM
CXCR6 block = CXCR6 receptor inhibitors, primary screen, cell-based, beta-arrestin, luminescence, CHO-K1 PathHunter, 1536-well; C-X-C chemokine receptor type 6 (Homo sapiens), O00574; inhibition, % at 20 µM; 360,000 compounds, 0.36% hits; in the data active = inhibition above about 34%, passing the limit was not always enough;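 note: antagonist mode with CXCL16 agonist at 10 nM final; 0% = 10 nM CXCL16 with DMSO and 100% = unstimulated wells without agonist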
Target sequence (O00574 whole entry, looked up): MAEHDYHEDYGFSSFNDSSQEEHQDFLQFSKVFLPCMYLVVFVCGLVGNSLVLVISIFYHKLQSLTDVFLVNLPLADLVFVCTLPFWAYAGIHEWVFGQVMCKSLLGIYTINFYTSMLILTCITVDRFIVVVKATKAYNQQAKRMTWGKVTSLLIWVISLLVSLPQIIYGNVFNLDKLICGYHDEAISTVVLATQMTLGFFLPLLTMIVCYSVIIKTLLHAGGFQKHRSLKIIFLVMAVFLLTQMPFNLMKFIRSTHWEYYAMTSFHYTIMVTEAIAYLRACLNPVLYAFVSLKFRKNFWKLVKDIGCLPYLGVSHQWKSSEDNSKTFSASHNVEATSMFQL
The depositor's hits bear a star; / = no result given.

SMILES	Mdm2-MdmX inh	697 NFkB inh	EBI2 block	CHOP UPR activ	Jurkat NFkB inh	Gli-Sufu antag	XBP1 UPR activ	CCR6 antag	CXCR6 block
Cc1csc(N(C(=O)c2cccc(S(=O)(=O)N3CCCC3)c2)c2ccccc2)n1	19	-9	-10	-0.8	9	-3	-1	17	0
CC1CCc2ccccc2N1C(N)=Nc1ccccc1 (stereo not drawn)	25	-4	-6	1.2	-16	5	-3	-4	1
N#CCC(=O)N/N=C/c1ccc(Cl)cc1	1	23	2	3.5	-4	-13	-3	4	1
CCOC(=O)c1c(NC(=S)NCc2ccccc2)sc2c1CCN(C(=O)OCC)C2	-3	1	5	4.4	6	9	7	4	6
CNS(=O)(=O)c1ccc(CCC(=O)N2CCN(c3ccccc3OC)CC2)cc1	13	-14	1	1.1	2	5	-2	-1	-4
Cc1cccc(C)c1NC(=O)CN(C)C(=O)C1CCCCC1	9	19	-12	0.8	2	-4	1	8	1
Cc1cccc(OCc2nnc(SCC(=O)O)n2-c2ccccc2)c1	17	4	-17	-1.8	15	-8	-2	1	-6
COc1ccc(NC(=O)CSc2nncc3ccccc23)cc1	-33	14	-1	0.5	3	-4	-1	21	8
O=C(O)CSc1c(-c2cccs2)[nH]c2ccccc12	1	-6	-2	-0.6	-5	-3	-3	4	3
O=C(Nc1ccc(F)cc1)Nc1cc(OCC(F)(F)F)cc(OCC(F)(F)F)c1	89*	-1	32	27	26	21	4	2	-9
NC(=O)c1c(NC(=O)c2ccccc2Cl)sc2c1CCC2	-27	-38	-5	6.1	-29	-21	3	15	22
O=C(NC1CCCC1)c1cnn2c(C(F)(F)F)cc(-c3ccco3)nc12	16	10	5	0.1	14	8	2	8	4
Cc1ccc(OCCC(=O)NNC(=O)c2ccc(Br)cc2)cc1	13	10	11	1.6	8	7	2	-3	-4
CCOc1ccc(NC(=O)CN(C)C(=O)CCNC(=O)c2ccc(Br)cc2)cc1OCC	22	-5	-1	1.7	13	-8	-2	12	2
Cc1nc2sc(C(c3cccc(F)c3)N3CCC(C)CC3)c(O)n2n1 (stereo not drawn)	2	11	3	-1.6	6	-52	-3	6	3
CC(=O)Oc1ccc(N(C(C)=O)S(=O)(=O)c2cccs2)cc1	-1	15	-11	-1.5	8	6	-1	-18	-7
CCCS(=O)(=O)c1ccc(COC(=O)Cc2ccc([N+](=O)[O-])cc2)cc1	0	-2	-3	0.3	-21	0	0	12	-11
O=C1/C(=C/c2ccco2)SC(=S)N1C1CCS(=O)(=O)C1 (stereo not drawn)	16	-5	5	-0.6	3	7	-6	0	4
O=C(NCCN1CCN(c2ccccc2F)CC1)C1CCCN(S(=O)(=O)c2cnc[nH]2)C1 (stereo not drawn)	6	12	-8	-0.2	4	-3	-2	11	3
CCOC(=O)c1sc(NC(=S)NC(=O)c2ccco2)nc1C	-5	-41	-6	5.7	0	14	2	16	3
COc1ccccc1N1CCN(CCNC(=O)Nc2cccc(C)c2C)CC1	32	-4	11	1.1	-2	-6	-1	2	-1
Cc1ccc(N(CC(O)Cn2c3ccccc3c3ccccc32)S(C)(=O)=O)cc1 (stereo not drawn)	16	-27	2	1.1	-1	4	-3	4	-6
O=C(COC(=O)CNC(=O)c1cccc([N+](=O)[O-])c1)Nc1cccc(S(=O)(=O)N2CCCCC2)c1	2	18	-5	0.7	-3	-2	-1	0	-2
COc1ccc(N=C2SC(CC(=O)Nc3ccccc3)C(=O)N2CCc2ccccn2)cc1 (stereo not drawn)	16	-8	4	5.0	-7	-1	-2	2	2
O=C1c2ccccc2C(Nc2cccnc2)N1Cc1ccccc1Cl (stereo not drawn)	3	-14	-2	0.0	-12	-9	-4	7	-5

Single entries from the entries so far:
CXCR6 block, O=C(COC(=O)CNC(=O)c1cccc([N+](=O)[O-])c1)Nc1cccc(S(=O)(=O)N2CCCCC2)c1 : -2
Gli-Sufu antag, COc1ccc(N=C2SC(CC(=O)Nc3ccccc3)C(=O)N2CCc2ccccn2)cc1 (stereo not drawn) : -1

Back to the main list, repeating the 2 entries before the break.
SMILES	Mdm2-MdmX inh	697 NFkB inh	EBI2 block	CHOP UPR activ	Jurkat NFkB inh	Gli-Sufu antag	XBP1 UPR activ	CCR6 antag	CXCR6 block
COc1ccc(N=C2SC(CC(=O)Nc3ccccc3)C(=O)N2CCc2ccccn2)cc1 (stereo not drawn)	16	-8	4	5.0	-7	-1	-2	2	2
O=C1c2ccccc2C(Nc2cccnc2)N1Cc1ccccc1Cl (stereo not drawn)	3	-14	-2	0.0	-12	-9	-4	7	-5
CC1(C)CC(=O)c2cc(OCC(=O)NCCN3CCOCC3)ccc2O1	2	0	-7	2.8	-19	-21	0	-1	-8
CCC(Cc1ccccc1)NC(=O)C1CCN(S(=O)(=O)c2c(C)noc2C)CC1 (stereo not drawn)	9	-12	-8	-0.4	-19	3	0	7	8
CCC(C(=O)NC1CCCCC1)n1c(SCc2cccc(C)c2)nc2ccncc21 (stereo not drawn)	14	-23	0	1.0	-21	-9	1	1	7
CC(NCc1ccccc1)c1ccccc1O (stereo not drawn)	20	17	-15	0.2	22	2	-1	10	3
Cn1c(=O)c2c(nc(CN3CCC(C(N)=O)CC3)n2Cc2ccccc2F)n(C)c1=O	19	-1	0	3.1	-2	-23	0	9	-3
Cc1ccc2nc(-c3ccncc3)cc(C(=O)NCCc3ccc(F)cc3)c2c1	22	1	20	2.3	-3	-7	-3	-2	-3
Nc1ncc([N+](=O)[O-])cc1S(=O)(=O)c1ccccc1	3	-7	9	-1.7	18	1	1	2	-12
COc1ccccc1N1CCN(C(=O)CSc2nnc3n2C(C)(C)Cc2ccccc2-3)CC1	14	-39	-6	-2.3	32	19	2	10	-10
CCOC(=O)CN1C(=O)C(=O)N(Cc2c(C)cc(C)cc2C)C1=O	13	-11	-2	0.0	5	5	-3	-5	2
CCOC(=O)C1CCN(C(=O)COc2ccc(Br)cc2)CC1	6	23	75*	1.5	6	7	1	7	-6
CS(=O)(=O)N(CC(=O)N1CCCCC1)c1ccc2c(c1)OCO2	9	8	-1	-0.7	-4	-7	-2	4	0
O=C(NCCc1ccccc1)c1ccccc1C(=O)NCCc1ccccc1	-5	-11	-6	3.7	4	-10	2	4	5
O=C(Nc1cccc2cccnc12)c1cccc([N+](=O)[O-])c1	-34	-15	8	5.6	-32	-22	0	5	-2
COc1ccc(OC)c(CN(CCCN2CCOCC2)C(=O)Nc2ccccc2)c1	-33	9	1	-0.5	-3	3	3	-2	1
O=S(=O)(c1ccccc1F)N1CCc2ccccc2C1	12	-4	-3	1.5	0	-7	-2	15	0
Cc1ccc(CNC(=O)c2ccc(N(C)S(=O)(=O)c3ccccc3)cc2)cc1	-4	4	83*	1.0	11	/	-1	19	-1
CCOC(=O)C1CCN(c2c(N(C)Cc3ccco3)c(=O)c2=O)CC1	11	-13	0	-0.9	3	5	0	11	2
CN(C)S(=O)(=O)Oc1ccsc1C(=O)Nc1ccc(C(F)(F)F)cc1	-18	-4	8	-2.8	-4	-6	2	-3	5
CN(Cc1cnccn1)Cc1cn(Cc2ccccc2)nc1-c1ccc2c(c1)OCO2	17	2	4	-1.7	1	-1	4	0	-2
CCOc1ccc(CNC(=O)NS(=O)(=O)c2ccc(OC)cc2)cc1	9	5	-1	-1.0	1	-3	1	2	2
O=C(CSc1nc2[nH]c(=O)cc(O)c2s1)Nc1nccs1	6	8	4	-2.5	-1	-2	-5	-1	3
S=C(NCc1ccccc1)N1CCN(c2ccccc2)CC1	14	1	8	3.8	-3	-13	-3	12	12
Cc1ccc(NC(=O)CCn2cccc2)cc1C	3	-35	-6	2.2	-7	-2	2	11	-8
COc1cccc(C(=O)Nc2cc(NC(=O)c3ccco3)ccc2OC)c1	-18	1	0	0.4	4	6	1	4	-2
Cc1ccc(Sc2c([N+](=O)[O-])ncn2C)cc1	12	26	-51	2.8	-4	2	1	-8	-8

Retrieved one by one from the entries so far:
SMILES	Mdm2-MdmX inh	697 NFkB inh	EBI2 block	CHOP UPR activ	Jurkat NFkB inh	Gli-Sufu antag	XBP1 UPR activ	CCR6 antag	CXCR6 block
S=C(NCc1ccccc1)N1CCN(c2ccccc2)CC1	14	1	8	3.8	-3	-13	-3	12	12
Nc1ncc([N+](=O)[O-])cc1S(=O)(=O)c1ccccc1	3	-7	9	-1.7	18	1	1	2	-12

(further entries)
SMILES	Mdm2-MdmX inh	697 NFkB inh	EBI2 block	CHOP UPR activ	Jurkat NFkB inh	Gli-Sufu antag	XBP1 UPR activ	CCR6 antag	CXCR6 block
O=C(NCCCO)C(=O)NCc1ccncc1	-5	0	-2	0.1	-6	-5	-2	-8	0
CC(=O)c1ccc(N2CCN(CC(=O)NCc3ccccc3)CC2)cc1	-8	0	3	-0.9	-4	7	-1	0	13
COc1ccc(-c2cn3nc4c(nc3n2)CCCC4)cc1	/	/	-1	/	/	-23	/	16	-18
COc1cc(C(c2sc3nc(C)nn3c2O)N2CCOCC2)cc(OC)c1OC (stereo not drawn)	-20	-14	2	1.4	-8	2	0	-2	-3
CCc1ccc(-c2ccc(SCC(=O)Nc3nnc(C)s3)nn2)cc1	-50	23	-9	3.3	-78	-17	0	7	-6
O=C(c1ccccc1)N1CCC(c2nc(-c3ccc(S(=O)(=O)N4CCOCC4)cc3)no2)CC1	-6	-13	21	-0.7	22	8	0	-2	8
COCCN(C(=O)COC(=O)c1sccc1C)c1c(N)n(Cc2ccccc2)c(=O)[nH]c1=O	11	6	-10	0.8	1	2	-7	-1	1
CC1(OC(=O)c2cccs2)C(=O)C=C2C=C3CCCN3C=C2C1=O (stereo not drawn)	13	7	-16	1.5	4	-4	1	-8	-12
CCn1cc(C(=O)NCC2CCCO2)c(=O)c2cc(S(=O)(=O)N3CCC(C)CC3)ccc21 (stereo not drawn)	0	18	-9	-2.0	16	-3	-3	1	-9
O=C(NC1CC1)C(=O)c1c(-c2ccccc2)[nH]c2ccccc12	20	-1	-4	2.1	-8	-4	2	-3	-3
NC(=O)NC(=O)COC(=O)c1cccnc1Nc1ccccc1F	13	-1	-9	3.5	1	-8	10	-2	-3
CCOC(=O)c1c(NC(=O)COC(=O)c2cnccn2)sc(C(=O)NC)c1C	10	-14	4	2.0	1	-11	1	-12	2
CS(=O)(=O)Nc1ccccc1C(=O)N1CCCC1	13	10	0	0.7	3	-1	-4	-9	0
CCNc1nc(NCC)nc(OCCOC(=O)Nc2ccccc2)n1	10	-25	0	0.2	1	2	2	4	-1
COc1cc(C2NC(=O)N(C)C(C)=C2C(=O)OCc2ccccc2)cc(Br)c1O (stereo not drawn)	24	3	-7	2.6	8	-3	-3	10	0
O=C(NN1C(=O)/C(=C/c2cccc(O)c2)SC1=S)c1ccccc1O	24	11	1	1.1	10	-4	-4	15	-1
N#Cc1c2c(nc(N)c1-c1ccccc1)CCCCC2	7	-6	5	-0.9	3	4	0	-20	-12
O=C(c1ccccc1)n1c(=S)nc2ccccn21	-37	-319	4	-8.1	-157	-187	-9	-4	13

Bioassay records deposited in PubChem by Sanford-Burnham Center for Chemical Genomics.
